High-throughput results as filed in PubChem BioAssay.
Pol kappa inh = qHTS for Inhibitors of Polymerase Kappa | purified Pol kappa, fluorescent DNA synthesis assay, 10 min | Potency, µM (highest dose often 107 µM), inactives show at the top dose activity, negative = inhibition, usual class: inhibitors | 400,000 tested, 0.53% active; also: potency is read from the fitted curve at half-maximal effect; % is scaled to controls: 0 for no effect and ±100 for the full control effect
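Kinetic fluorescence screen: compound preincubated 15 min RT with 10 nM enzyme; 50 nM substrate (final) initiates; reads at 0/10 min.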
APEX1 inh = qHTS Assay for Inhibitors of the Human Apurinic/apyrimidinic Endonuclease 1 (APE1). DNA repair nuclease/redox regulator APEX1 (Homo sapiens), P27695. recombinant APE1, TAMRA/BHQ-2 abasic DNA cleavage fluorescence. Potency, µM (highest dose often 65.8 µM), for the others: at the top dose activity change, negative = inhibition, usual class: inhibitors. 350,000 tested, 0.35% active. AID 2517, 2012;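 also: potency is read from the fitted curve at half-maximal effect; plate controls were vehicle for no effect and reference inhibitor for full effect; nearly all actives have a fitted effect of over 55% in size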
Target sequence (P27695 whole entry, looked up): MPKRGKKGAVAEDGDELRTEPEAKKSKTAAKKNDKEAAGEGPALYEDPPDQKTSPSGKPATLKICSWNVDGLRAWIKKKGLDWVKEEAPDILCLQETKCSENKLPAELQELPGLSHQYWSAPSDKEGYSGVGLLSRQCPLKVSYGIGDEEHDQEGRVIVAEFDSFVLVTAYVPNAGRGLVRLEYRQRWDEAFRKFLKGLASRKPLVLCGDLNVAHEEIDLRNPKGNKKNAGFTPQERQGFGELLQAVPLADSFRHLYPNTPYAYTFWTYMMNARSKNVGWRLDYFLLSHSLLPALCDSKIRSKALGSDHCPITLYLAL
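APE1 at 0.75 nM final was preincubated with compound 15 min at room temperature, then 50 nM double-stranded THF abasic-site substrate (5'-TAMRA/3'-BHQ-2) was added. Fluorescence (ex 525/em 598 nm) was read kinetically; third-minus-first read gave activity.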
Pol eta inh = qHTS for Inhibitors of Polymerase Eta; Potency, µM (titrated, usually from 114 µM), inactives show top-dose activity change, negative = inhibition, hits mostly inhibitors; 390,000 tested, 1.2% active; DNA polymerase eta (Homo sapiens), Q9Y253; AID 588591, 2011; recombinant Pol eta, fluorescent DNA replication assay; also: potency is read from the fitted curve at half-maximal effect; % is scaled to controls: 0 for no effect and ±100 for the full control effect
Target sequence (Q9Y253 whole entry, looked up): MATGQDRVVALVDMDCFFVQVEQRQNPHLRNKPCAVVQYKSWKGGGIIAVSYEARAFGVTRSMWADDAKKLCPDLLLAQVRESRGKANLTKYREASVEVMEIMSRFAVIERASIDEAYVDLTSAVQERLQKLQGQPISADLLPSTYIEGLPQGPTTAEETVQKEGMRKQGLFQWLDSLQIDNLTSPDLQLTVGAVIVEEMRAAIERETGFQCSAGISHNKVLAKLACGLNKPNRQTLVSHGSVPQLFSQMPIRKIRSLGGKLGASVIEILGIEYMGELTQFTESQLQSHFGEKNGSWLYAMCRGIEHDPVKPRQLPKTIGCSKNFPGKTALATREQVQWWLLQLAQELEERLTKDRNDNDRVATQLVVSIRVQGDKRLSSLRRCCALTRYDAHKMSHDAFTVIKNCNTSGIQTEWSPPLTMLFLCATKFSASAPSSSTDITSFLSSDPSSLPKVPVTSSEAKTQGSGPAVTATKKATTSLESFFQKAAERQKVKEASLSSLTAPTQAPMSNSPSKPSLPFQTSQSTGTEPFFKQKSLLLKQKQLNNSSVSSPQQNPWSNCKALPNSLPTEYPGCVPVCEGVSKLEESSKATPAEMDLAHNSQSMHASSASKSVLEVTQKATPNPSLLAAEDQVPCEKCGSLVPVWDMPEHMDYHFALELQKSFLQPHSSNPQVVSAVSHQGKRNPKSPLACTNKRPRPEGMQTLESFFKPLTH
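Pol eta (10 nM) was preincubated with compounds for 15 min at room temperature, after which fluorescent replication substrate (50 nM final) was added to start the reaction. Fluorescence was read kinetically at 0 and 10 min.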
Apoferritin bind = qHTS Assay for Identification of Novel General Anesthetics; 350,000 tested, 0.074% active; Potency, µM (series often up to 77.5 µM), for inactives: top-dose activity change, negative = displacement, hits mostly inhibitors; AID 485281, 2010; apoferritin/1-aminoanthracene competitive binding, fluorescence; also: potency is read from the fitted curve at half-maximal effect; % is scaled to controls: 0 for no effect and ±100 for the full control effect; nearly all actives have a fitted effect of over 20% in size
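10 uM apoferritin + 50% sat. 1-AMA, PBS; cpd 10 min RT; Ex380/Em535 endpoint; normalized to free probe vs complex; 4-param Hill fit; propofol titration as pos. ctrl.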
BLM inh = qHTS Assay for Inhibitors of Bloom's syndrome helicase (BLM); RecQ-like DNA helicase BLM (Homo sapiens), P54132; recombinant BLM DNA unwinding, fluorescence dequenching; Potency, µM (highest dose often 56.1 µM), for inactives: at the top dose activity change, negative = inhibition, hits mostly inhibitors; 350,000 tested, 0.2% active; AID 2528, 2010;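 also: potency is read from the fitted curve at half-maximal effect; plate controls were vehicle for no effect and no enzyme for full effect; nearly all actives have a fitted effect of over 35% in size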
RXFP1 antagonist = qHTS Assay for Antagonists of the Relaxin Receptor RXFP1; 350,000 tested, 0.59% active; activity change, negative = inhibition, % at 57.5 µM; HEK293-RXFP1, relaxin-stimulated cAMP HTRF, 30 min; stronger effect = lower value; Relaxin receptor 1 (Homo sapiens), Q9HBX9; AID 1259400, 2018;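 active = activity change of -60% or lower, but not beyond a set lower limit; inconclusive = change between -60% and -40%, or beyond the set limit; inactive = change above -40%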; also: % is scaled to controls: 0 for no effect and ±100 for the full control effect
Tb PGK inh = qHTS Assay to Find Inhibitors of Phosphoglycerate Kinase | PGK/GAPDH coupled, Kinase-Glo luminescence, 60 min | 380,000 tested, 0.043% active | Potency, µM (series often up to 57.5 µM), for inactives: at the top dose activity change, negative = inhibition, most hits filed as inhibitors | Phosphoglycerate kinase, glycosomal (Trypanosoma brucei brucei), P07378; also: potency is read from the fitted curve at half-maximal effect; % is scaled to controls: 0 for no effect and ±100 for the full control effect; nearly all actives have a fitted effect of over 60% in size
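Recombinant glycosomal PGK reaction used 1,3-bisphosphoglycerate generated in-well by GAPDH (100nM final) in 100mM TEA pH 7.6, 5mM MgCl2, 0.01% Tween-20. After 60 minutes at room temperature, ATP was read by Kinase-Glo Plus luminescence end-point.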
Pol beta inh = qHTS Assay for Inhibitors of DNA Polymerase Beta; Pol beta primer extension/strand displacement, fluorescence kinetic; AID 485314, 2010; 340,000 tested, 1.3% active; Potency, µM (series often up to 114 µM), inactives show top-dose activity change, negative = inhibition, hits mostly inhibitors; P06746; also: potency is read from the fitted curve at half-maximal effect; % is scaled to controls: 0 for no effect and ±100 for the full control effect
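Preincubation: enzyme (10 nM) with compound, 15 min, RT. Reaction: substrate added to 50 nM final. Reads: 0 and 10 min. Analysis: normalized, Hill fit.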
POLI inh = qHTS for Inhibitors of Polymerase Iota | DNA polymerase iota (Homo sapiens), Q9UNA4 | 390,000 tested, 1% active | Pol iota fluorescent replication assay, 10 min | AID 588590, 2011 | Potency, µM (highest dose often 115 µM), for inactives: at the highest dose activity, negative = inhibition, usual class: inhibitors; also: potency is read from the fitted curve at half-maximal effect
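Fluorescent replication assay read twice, at 0 min and 10 min after adding 50 nM (final) substrate. Enzyme (10 nM) and compounds were first incubated 15 min at room temperature; enzyme-free buffer wells were negative controls.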
Active calls of the source: *; i = inactive; ? = inconclusive; · = not tested or not shown; & = joins results of further samples; [ ] = remark or other dose. Unless noted, calls follow the shape of the dose curve; as a rule, active = well fitted curve in the direction sought with a large enough effect; inconclusive = small, poorly fitted or top-dose-only effect, or another doubt; inactive = no such curve, though single readings can be large; an effect the other way counts as inactive or inconclusive. A portion of the library; the hit share may differ from the screen's.

Structure,Pol kappa inh,APEX1 inh,Pol eta inh,Apoferritin bind,BLM inh,RXFP1 antagonist,Tb PGK inh,Pol beta inh,POLI inh
Cc1ccc(C(=O)N2CCCC(CCC(=O)NCc3ccccc3F)C2)cn1 (stereo not given),1.5%,37.5%,-6.3%,3.8%,-2.7%,-6.6,0.8%,20.2%,19.1%
Cc1ccc(C2=NNC(=O)C(c3ccc(Cl)cc3)C2)cc1 (stereo not given),-11.5%,-7.3%,-18.5%,-23.4%,-6.3%,-12.4,0.6%,6.2%,10.4%
CCCc1cc(=O)oc2c3c(ccc12)OCN(Cc1ccccc1OC)C3,5.0%,·,-13.5%,·,2.6%,·,i,5.0%,25.7%
COc1cccc(C2C(C(N)=O)=C(C)Nc3nc(CCCO)nn32)c1OC (stereo not given),0.0%,-3.5%,-20.4%,-1.1%,3.6%,13.8,-5.1%,15.3%,13.5%
COc1cccc(/C=N/n2c(COc3ccccc3)n[nH]c2=S)c1,-7.7%,32.6%,-10.5%,-10.5%,-2.3%,-9.4,-3.9%,2.4%,127.0%[activator]
O=C(c1ccccc1)N1CCCOC1c1ccccc1 (stereo not given),-2.9%,-0.4%,3.3%,-13.2%,-0.9%,0.7,6.2%,9.5%,7.9%
CC(C)=CCN1CCN(Cc2cn[nH]c2C2CCCCC2)CC1CCO (stereo not given),-10.1%,-0.4%,9.9%,-8.2%,-1.3%,5.3,2.0%,32.8%,64.7%[activator]
Cc1ccc(Cl)cc1NC(=O)COC(=O)CCN1C(=O)C2CC=CCC2C1=O (stereo not given),-11.7%,-19.5%,-8.5%,·,·,-5.1,-0.6%,·,9.1%
Cc1occc1C(=O)NNC(=S)NCC(C)C,-4.7%,3.9%,-7.2%,31.1%[activator],0.6%,-7.5,11.5%,-0.7%,4.0%
O=C(CC1OC(=O)c2ccccc21)NC1CCCCC1 (stereo not given),8.0%,14.7%,-9.7%,-7.0%,-0.1%,-12.4,6.9%,44.9%,11.2%
COc1ccc(/C=C/c2nc(C#N)c(NC3CCCCC3)o2)cc1OC,-8.0%,·,1.1%,294.3%[activator],-17.4%,-23.3,-3.7%,16.4%,-0.4%
CCN(CC)S(=O)(=O)c1cccc(NC(=O)COc2ccc(Cl)cc2Br)c1,-3.4%,-4.0%,-6.4%,-3.8%,-2.1%,1.8,i,-14.4%,14.4%
Cc1ccc(-n2c(Cn3nc(C(F)(F)F)cc3C)n[nH]c2=S)cc1,-5.5%,3.4%,1.1%,-6.6%,-0.6%,-6.3,-9.9%,-0.5%,-0.4%
COc1ccccc1-c1sc2cc3c(cc2c1C#CCO)OCO3,-3.5%,-7.2%,-13.9%,·,·,·,-0.4%,·,24.6%
O=C(c1cc2c(=O)oc3ccccc3c2s1)N1CCOCC1,-1.8%,-0.1%,3.8%,-5.8%,-2.3%,-2.1,-0.3%,-0.4%,3.4%

Continued; it opens with the three that closed the last part.
Structure,Pol kappa inh,APEX1 inh,Pol eta inh,Apoferritin bind,BLM inh,RXFP1 antagonist,Tb PGK inh,Pol beta inh,POLI inh
Cc1ccc(-n2c(Cn3nc(C(F)(F)F)cc3C)n[nH]c2=S)cc1,-5.5%,3.4%,1.1%,-6.6%,-0.6%,-6.3,-9.9%,-0.5%,-0.4%
COc1ccccc1-c1sc2cc3c(cc2c1C#CCO)OCO3,-3.5%,-7.2%,-13.9%,·,·,·,-0.4%,·,24.6%
O=C(c1cc2c(=O)oc3ccccc3c2s1)N1CCOCC1,-1.8%,-0.1%,3.8%,-5.8%,-2.3%,-2.1,-0.3%,-0.4%,3.4%
NC(=O)c1sc2nc3c(c(-c4ccc(Cl)cc4)c2c1N)CCCC3,-15.3%,23.7%,-16.4%,-13.9%,-19.0%,-7.0,4.7%,17.2%,12.2%
CCCSc1nnc2c(n1)OC(CC)N(C(C)=O)c1ccccc1-2 (stereo not given),-3.2%,·,-9.7%,38.4%[activator],-4.2%,-6.5,2.8%,-1.2%,14.4%
O=C1CSC2(C(=O)N(Cc3c(F)cccc3Cl)c3ccccc32)N1c1ccc(F)c(F)c1 (stereo not given),-13.9%,·,-22.8%,-10.4%,-6.8%,·,-4.5%,-27.0%,-4.0%
O=C(NCCC1CCCCN1S(=O)(=O)c1ccc(Cl)cc1)C(=O)NCCN1CCOCC1 (stereo not given),2.8%,7.6%,-12.1%,·,·,·,-7.2%,·,23.4%
Cc1ccc(C)c(S(=O)(=O)N2CCCOC2CNC(=O)C(=O)NC2CCCCC2)c1 (stereo not given),-15.9%,6.1%,-20.2%,3.9%,-10.5%,-3.1,-3.2%,0.4%,9.3%
O=C(Nc1ccc(Nc2ccccc2)cc1)c1c(Cl)cccc1Cl,5.6%,·,-18.8%,·,·,-29.4,5.7%,·,3.2%
CCOc1ccc(NC(=O)CN(C)C(=O)c2ccc3c(c2)C(=O)N(CCC(C)C)C3=O)cc1OCC,-12.7%,2.4%,-24.0%,-8.3%,-6.1%,-1.2,-4.8%,-24.1%,23.7%
CC(C)CCN1C(=O)c2ccc(C(=O)Nc3ccc(Br)cc3C(=O)O)cc2C1=O,-34.5%,-24.3%,31.6µM*,-8.6%,-29.3%,-7.2,-15.5%,-2.5%,?
CN(C)c1cccc(C(=O)NNC(=S)NC2CCCC2)c1,9.1%,-3.0%,-5.6%,-3.5%,-4.0%,-2.9,i,21.8%,57.8%[activator]
CCCC(=Nc1ccccc1OC)C1=C(O)CC(c2ccccc2)CC1=O (stereo not given),5.4%,13.5%,-18.1%,-17.3%,3.9%,-20.3,-18.9%,2.2%,-2.4%
CCNC(=S)NNC(=O)c1csc2c1CCCC2,-7.2%,-2.8%,2.3%,?,0.0%,16.9,-6.2%,18.9%,20.0%
COC(=O)C(NC(C)=O)(Nc1nc2c(C)cc(C)cc2s1)C(F)(F)F (stereo not given),2.5%,12.7%,1.8%,?,-1.7%,6.1,-3.2%,18.6%,-1.8%
COc1cc(/C=C(/C(=O)O)c2ccc(-c3ccccc3)cc2)cc(OC)c1OC,-10.8%,6.4%,?,-8.7%,-7.6%,5.1,-1.3%,50.1µM*,27.4%
COc1cc(-c2cc(C(=O)Nc3cccc(S(=O)(=O)N(C)C)c3)c3ccccc3n2)cc(OC)c1OC,8.8%,13.2%,-8.8%,4.9%,-13.5%,-2.9,-2.2%,3.5%,0.0%
Cc1cnc(NC(=O)CN2CCN(c3ccccn3)CC2)s1,2.3%&-16.3%,-3.2%,-19.1%,-4.3%,2.3%,-9.2,-0.7%,20.9%,12.2%&-8.8%
Cc1cccc(NC(=O)c2oc3ccccc3c2NC(=O)Cc2coc3cc(C)cc(C)c23)c1,5.1%,·,-5.0%,5.4%,0.0%,-1.9,-10.3%,31.3%,-4.5%
c1ccc(SCCCCN2CCOCC2)cc1,-1.8%,41.2%[activator],-6.2%,15.9%,-0.8%,20.1,i,21.1%,-16.7%
CNC(=O)CCC(=O)Nc1ccc(C(=O)OC)cc1,-9.5%,-1.6%,-6.5%,-1.5%,-5.2%,-2.2,-7.5%,-11.2%,23.7%
Cc1ccc(N2C(=O)C3CCC(C)(C2=O)C3(C)C)cc1 (stereo not given),-4.3%,14.8%,-14.5%,-20.2%,1.1%,-11.8,3.9%,18.5%,159.9%[activator]
COc1ccc2c(c1)c(=O)c(C(=O)c1ccc(C)c(C)c1)cn2CC(=O)Nc1ccc2c(c1)OCCO2,0.3%,·,-16.8%,-6.9%,-3.8%,·,-6.9%,-7.0%,40.5%[activator]
Cc1ccc2oc(-c3ccc(NC(=O)CC(C)C)cc3)nc2c1,-7.5%,1.6%,0.7%,-11.2%,-1.1%,5.8,-0.8%,-2.3%,28.4%
COc1cccc(C(=O)NCC(=O)N/N=C(\C)Cc2ccccc2)c1,-2.6%,-9.0%,-8.4%,?,-2.0%,-9.7,-8.0%,-2.2%,19.9%
Oc1ccc(C2C=C(c3ccc(F)cc3)Nc3ncnn32)cc1 (stereo not given),-13.5%,1.3%,-20.5%,366.5%[activator],-12.3%,24.8,5.2%,?,-13.8%
N#CCn1c(C2CCCCC2)nc2ccccc2c1=O,-7.0%,-2.3%,?,-10.7%,-3.5%,-8.2,-9.0%,11.9%,6.6%
Cc1ccc(S(=O)(=O)NCCn2nc(C)cc2C)cc1,-12.0%,5.6%,-14.4%,-0.9%,3.2%,-30.1,-6.0%,25.5%,33.1%[activator]
O=C(CCc1ccccc1)NC1CCS(=O)(=O)C1 (stereo not given),-19.0%,44.4%[activator],1.5%,·,·,-7.2,-6.2%,·,13.9%
Cc1ccc(S(=O)(=O)CC(=O)NC2CC2)cc1,2.2%,-4.0%,-10.4%,-9.5%,-0.9%,0.8,i,-0.2%,3.5%
N#CC(C#SN)=C1CCCCC1,-1.2%,-1.0%,-10.8%,?,-4.4%,-3.6,3.3%,-2.4%,22.5%
CCN(c1ccccc1)S(=O)(=O)c1ccc(C(=O)Nc2ncccc2O)cc1,2.2%,9.7%,-12.6%,-12.8%,-3.6%,-18.6,-0.2%,-1.9%,10.4%
COC(=O)c1sccc1NC(=O)CN(C)NS(=O)(=O)c1ccc(Cl)cc1,-6.7%,21.7%,-8.9%,-18.5%,1.5%,15.7,-1.0%,43.1%,7.7%
